Pf Dd2 inh = qHTS Primary assay for Inhibitors of Plasmodium falciparum Dd2 growth in vitro; Potency, µM (top dose mostly 28.9 µM), for inactives: at the highest dose activity, negative = inhibition, usual class: inhibitors; P. falciparum Dd2 growth, SYBR Green, 72 h; AID 1347417, 2020; 120,000 tested, 4.3% active; active = well fitted inhibition curve with a large enough effect; inconclusive = small, poorly fitted or top-dose-only effect; inactive = no such curve, though single readings can be large or run the other way;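 note: plate controls were DMSO vehicle for no effect and reference drug for full effect; nearly all actives have a fitted effect of over 65% in size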
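Infected erythrocytes (Dd2, 0.3% parasitemia, 2.5% hematocrit final) are added to compound in RPMI-1640/Albumax II medium, grown 72 h at 37C in low oxygen, then lysed with saponin/Triton-X containing SYBR Green and read by fluorescence.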
The depositor's hits bear a star; i = inactive; ? = inconclusive; [ ] = dose if it differs, or a comment. Potency is the fitted concentration of half-maximal effect. This is a subset; rates above refer to the full screens.

Start of the listing, in advance (4 entries):
| molecule | Pf Dd2 inh |
| --- | --- |
| CN(C1CCCCC1)S(=O)(=O)C1CCS(=O)(=O)C1 (configuration not stated) | -3% |
| Fc1ccccc1CN1CCNc2cnc(Nc3ccccc3)cc2C1 | i |
| CCOc1ccc2c(n1)CCN(C(=O)c1nn(C)c3ccccc13)C2 | ? |
| C[C@@H](NC(=O)NC(C)(C)C)c1onc(-c2ccc(Cl)cc2)c1C(=O)O | 8%[44.1 µM] |

This part in full, repeating the preview:
| molecule | Pf Dd2 inh |
| --- | --- |
| CN(C1CCCCC1)S(=O)(=O)C1CCS(=O)(=O)C1 (configuration not stated) | -3% |
| Fc1ccccc1CN1CCNc2cnc(Nc3ccccc3)cc2C1 | i |
| CCOc1ccc2c(n1)CCN(C(=O)c1nn(C)c3ccccc13)C2 | ? |
| C[C@@H](NC(=O)NC(C)(C)C)c1onc(-c2ccc(Cl)cc2)c1C(=O)O | 8%[44.1 µM] |
| O=C(CSc1nc2c([nH]c3ccccc32)c(=O)n1-c1ccc(Cl)cc1)NCC1CCCO1 (configuration not stated) | ? |
| CN(Cc1ccccc1)Cc1cc(C[C@@H]2C[C@H](NC(=O)C3CC3)C2(C)C)no1 | ? |
| O=C(c1ccc(N2CCCOCC2)nc1)N1CCC(Oc2cccnc2)CC1 | 2% |
| COc1cccc(NC(=O)CCNC(=O)Cn2cnc3ccccc3c2=O)c1 | 75%[activator] |
| CNC(=O)c1cc[nH]c1C1CCCN(C(=O)Cn2c(=O)oc3ccccc32)C1 (configuration not stated) | -28% |
| COc1ccc(CCC(=O)NC2CCN(c3cc(C(F)(F)F)nc(C)n3)CC2)cc1 | -13% |
| COc1ccc(-c2nc(C3CC3)nc3c2CCN(Cc2cc(C)on2)CC3)cc1 | 2.5µM* |
| COc1ccc(N2CC(c3noc(-c4ccc(C)c(C)c4)n3)CC2=O)cc1OC (configuration not stated) | 24% |
| COc1ccc(C(=O)NCCc2csc(-c3ccc(Cl)cc3)n2)cc1 | i |
| Cc1cccc(CC(=O)N2CC(c3nnc(C(C)C)o3)C3(CCOCC3)C2)c1 (configuration not stated) | 9% |
| COc1ccc(-c2cc(N3CCCN(C(=O)CCCc4ccccc4)CC3)n[nH]2)cc1 | 2.2µM* |

The final four records of the part above come first, to join the parts:
| molecule | Pf Dd2 inh |
| --- | --- |
| COc1ccc(N2CC(c3noc(-c4ccc(C)c(C)c4)n3)CC2=O)cc1OC (configuration not stated) | 24% |
| COc1ccc(C(=O)NCCc2csc(-c3ccc(Cl)cc3)n2)cc1 | i |
| Cc1cccc(CC(=O)N2CC(c3nnc(C(C)C)o3)C3(CCOCC3)C2)c1 (configuration not stated) | 9% |
| COc1ccc(-c2cc(N3CCCN(C(=O)CCCc4ccccc4)CC3)n[nH]2)cc1 | 2.2µM* |
| COc1cccc(NC(=O)O[C@@H]2CC[C@]3(C)C(CC[C@@H](O)[C@H]3CC(=O)N3CCCC3)[C@]2(C)CO)c1 (some centres not stated) | ? |
| COCC(=O)N1CCC2(CC1)C(=O)NCN2Cc1ccc(Cl)cc1 | i |
| Cc1c(Cl)cccc1NC(=O)c1oc2ccc(S(=O)(=O)N3CCCCCC3)cc2c1C | ? |
| COc1ccc(NC(=O)CSc2nc(-c3ccc(F)cc3)c3cccc(C)c3n2)cc1 | -9% |
| CC1CCN(C[C@H]2CN3CC[C@H]2C[C@@H]3CNS(C)(=O)=O)CC1 | 11%[44.1 µM] |
| Cc1ccc2c(=O)cc(C(=O)Nc3sc4c(c3C(=O)NCc3cccnc3)CCCC4)oc2c1 | i |
| CNc1ncc(C(=O)N2CCCC(CC=C(C)C)(C(=O)O)C2)cn1 (configuration not stated) | 3% |
| CCC(C)NC(=O)N1CC(Oc2ccc(-c3nc(C)no3)cc2)C1 (configuration not stated) | 12%[5.79 µM] |
| CC(C)CN1C(=O)c2cccn2CC1C(=O)NCCN1CCCC1 (configuration not stated) | 24% |
| CCOC(=O)c1ccc(-c2ccc(/C=C(\C#N)C(=O)Nc3ccc(C)cc3)o2)cc1 | -10% |
| Cc1cccc(CN(C(=O)c2ccco2)c2ccc(CC(=O)NCC3CCCO3)cc2)c1 (configuration not stated) | -20% |
| Cc1cn2c(=O)cc(COC(=O)c3cccc(NC(=O)COc4ccccc4Cl)c3)nc2s1 | ? |
| CC(=O)c1c(C)oc2ccc(N(C(=O)Oc3ccccc3)S(=O)(=O)c3ccc(C(C)(C)C)cc3)cc12 | -6% |
| Cc1c(F)cccc1NC(=O)N1CC(c2nnc(-c3ccncc3)o2)C2(CCOCC2)C1 (configuration not stated) | i |
| O=C1NCc2ccccc2CC12CCN(C/C=C/c1ccccc1)CC2 | ? |
| Cc1ccc(-c2cc(NC(=O)C(C)Oc3ccc(C)c(C)c3)on2)cc1 (configuration not stated) | -11% |
| O=C(NC[C@H]1OC[C@@H](NC2CCOCC2)[C@@H]1O)C1CC1 | 15%[44.1 µM] |
| CC1CCN(S(=O)(=O)c2ccc3c(c2)oc(=O)n3CC(=O)NC(C)c2ccccc2)CC1 (configuration not stated) | 11µM* |
| O=c1oc2ccccc2cc1-c1cn2cc(Cc3ccccc3F)sc2n1 | 0% |
| COc1ccc(CCNC(=O)c2c(C)noc2-c2ccccc2OC)cc1 | i |
| CC(=O)Nc1cc(C(=O)NCc2ccccc2)ccc1Sc1ccc(C)cc1 | -10% |
| CC(C(=O)NCc1ccc(C(F)(F)F)cc1)C1CCOCC1 (configuration not stated) | 12% |
| CCn1ncc(CN2CC[C@@H]3CN(S(C)(=O)=O)[C@@H]3C2)c1C | 19% |
| COCCN1C(=O)[C@@H]2C[C@@H](CN2Cc2ccccc2)Oc2ccccc21 | i |
| CN(C)c1ccc(CN2CC[C@H](c3nc4ccccc4n3C)C2)cc1 | -8%[44.1 µM] |
| Cc1cc(-c2ccc(C)c(S(=O)(=O)N3c4ccccc4CC3C)c2)on1 (configuration not stated) | -1% |
| Cc1ncoc1C(=O)N1CCC(F)(c2nc(-c3ccncc3)no2)CC1 | ? |
| COc1ccccc1N1CCN(C(=O)C2N(C(C)C)C(=O)C23CCCCC3)CC1 (configuration not stated) | ? |
| O=C(CN1C(=O)C2(SCC(=O)N2c2cccc(Cl)c2)c2ccccc21)NC1CCCCC1 (configuration not stated) | 13µM* |
| CC(C)CCNC(=O)c1cnc2sc(N3CCCCCC3)nn2c1=O | 7% |
| CCN(C(=O)c1cc2c(=O)n(CC)c3ccccc3c2s1)c1cccc(C(F)(F)F)c1 | ? |
| Cc1csc(NC(=O)[C@@H]2C[C@@H](c3ccc(F)cc3)N([S+](=O)([O-])c3ccccc3)C2)n1 | i |
| O=C1NC(=NC2CCCCC2)C2(CCCN([S+](=O)([O-])c3cccc(C(F)(F)F)c3)C2)N1c1cccnc1 (configuration not stated) | ? |
| Cn1c(=O)oc2cc(S(=O)(=O)N3CCCC(C(=O)N4CCN(c5ccccc5F)CC4)C3)ccc21 (configuration not stated) | 8% |
| N#Cc1cccc(C(=O)Nc2ccc([C@H]3OCC(=O)N(Cc4ccc(F)cc4)[C@@H]3CO)cc2)c1 | ? |
| CCCNc1ncnc2c1c(-c1ccccc1)cn2-c1ccccc1 | i |
| CCc1cccc(NC(=O)N2CCC(OC3CCN(S(C)(=O)=O)CC3)CC2)c1 | i |
| CCN(CC)C(=O)c1cccc2c1CCN2C(=O)Nc1cccc(C)c1 | -22% |
| Cc1cn(C)c(CC(=O)Nc2ccc(F)cc2Cl)c1C(=O)O | 10% |
| O=C(Nc1ccc2c(c1)N(C1CCCC1)C(=O)c1ccccc1S2)c1ccccc1F | ? |
| O[C@@H]1C[C@@H](c2nc(-c3cccnc3)no2)N(Cc2cccs2)C1 | ? |
| Cc1ccsc1C(=O)N1CCC(C2CCN(S(C)(=O)=O)CC2)C1 (configuration not stated) | -8% |
| O=C(Nc1ccc(-c2nnc3n2CCCC3)cc1)c1ccc(Cl)cc1 | 5µM* |
| CCCCn1c(=O)nc2n(-c3ccc(F)cc3)c3ccccc3cc-2c1=O | 25% |
| COc1ccc(C2Nc3ccccc3-c3nnc(SC)nc3O2)cc1C (configuration not stated) | 7% |
| CN(C)[C@@H]1CN(Cc2cccn2C)CC[C@@H]1CNC(=O)C1CC1 | -14% |
| CSCC(=O)N1CC[C@H](NC(=O)NC2CCCCC2)[C@H]1C(=O)N[C@H](Cc1ccccc1)C(N)=O | 4% |
| COc1ccc(CCNc2nc3ccc(C)cc3n3cnnc23)cc1OC | -18% |
| CCN(CC)C(=O)[C@@H](C)C1CC[C@@]2(C)Cc3sc(Nc4c(Cl)cccc4Cl)nc3[C@@H](C)[C@@H]2[C@H]1O (some centres not stated) | 13µM* |
| CN(Cc1cccnc1)C(=O)CCC[C@H]1NC[C@@H]2C[C@H]1CN(Cc1ccccc1)C2 | -9% |
| Cc1cccc(NC(=O)Cn2nc3n(c2=O)CCCC3)c1 | 2% |
| Cc1cc2c(cc1S(=O)(=O)N(CCN(C)C)Cc1ccccc1)OCC(=O)N2 | i |
| O=C(C1CC(=O)N(c2n[nH]c3ccccc23)C1)N1CCN(CCc2ccccn2)CC1 (configuration not stated) | -25% |
| Cn1cc(-c2nc(N3CCOCC3)cc3c2CN(CC2CC2)C3=O)cn1 | ? |
| CN1Cc2ccc(NCc3ccccc3)nc2C(C)(C(=O)NC2CCC2)C1 (configuration not stated) | 4µM* |
| CCOC(=O)c1cc(S(=O)(=O)N2CCN(c3ccc(OC)cc3)CC2)[nH]n1 | ? |
| O=C(CN1C(=O)CCC1=O)N1CCC(CCOc2ccccc2F)C1 (configuration not stated) | i |
| Cc1noc(C)c1CCC(=O)N1CCC(C2CCN(S(C)(=O)=O)CC2)C1 (configuration not stated) | 23% |
| O=C(Nc1ccc2n(c1=O)C[C@H]1C[C@@H]2CN(C(=O)c2ccccn2)C1)C1CCCCC1 | -22%[44.1 µM] |
| Cc1cccc(-c2nn3c(=O)cc(CN4CCN(S(=O)(=O)c5ccc(Cl)cc5)CC4)nc3s2)c1 | 8.9µM* |

(list continues)
| molecule | Pf Dd2 inh |
| --- | --- |
| COc1ccc(-n2ncc(C(=O)Nc3ccc4c(c3)OCCO4)c2C2CCN(C(=O)OC(C)(C)C)CC2)cc1 | ? |
| CCCS(=O)(=O)NCC1Cn2cccc2C(=O)N1Cc1ccccc1 (configuration not stated) | ? |
| Cc1cccc(C)c1OC1CN(c2cc(C3CC(O)C3)nc(N)n2)C1 (configuration not stated) | ? |
| CC(C)CN(CCNC(=O)c1cc(=O)[nH]c2ccc(S(=O)(=O)N3CCCCCC3)cc12)CC(C)C | 6% |
| COc1cccc(/C=C/c2nc(C#N)c(N3CCCCC3)o2)c1 | -17% |
| Cc1noc(C)c1CC(=O)N1CCC2(CC1)CN([S+](C)(=O)[O-])Cc1ccccc1O2 | -6% |
| COCC(=O)N1CCC2(CC1)SCC(=O)N2c1ccc(Cl)cc1 | -8% |
| CNC(=O)[C@@H]1C[C@H](Oc2cccnc2)CN1C(=O)c1n[nH]c2ccccc12 | -19% |
| CC1(C(=O)NCc2cnccn2)CCCc2cnc(Nc3ccccc3F)nc21 (configuration not stated) | 1%[44.1 µM] |
| O=C(NCc1nnc2ccc(-c3ccccc3)nn12)C1CCCCC1 | ? |
| Cc1ccccc1CN1C(=O)c2ccccc2Sc2ccc(C(=O)NCc3ccccc3)cc21 | ? |
| CC(=O)N1CC2(CCCN(Cc3cccnc3)C2)Cc2ccccc21 (configuration not stated) | 2% |
| CSc1nc(-c2ccc(F)cc2)nc2c1Cc1c(CO)cnc(C)c1O2 | 7% |
| COc1cccc(CNCc2c(C(=O)O)n(Cc3ccc(C)cc3)c3cc(C)ccc23)c1OC | 10µM* |
| COC(=O)CNC(=O)c1nc(C(C)(C)C)c2cnccn12 | ? |
| Cc1cc(C)c2c(NC(=O)c3ccccc3Cl)c(C(=O)Nc3ccc(C)c(C)c3)sc2n1 | -21% |
| Cc1cc(C)c(NC(=O)CSc2nc3ccncc3[nH]2)c(C)c1 | i |
| COc1ccccc1NC(=O)CN1C(=O)NC2(CCC(C)CC2)C1=O (configuration not stated) | i |
| O=C(Cc1ccc(F)cc1)N1CCCN(c2nc3ncccc3o2)CC1 | 20% |
| O=C(N[C@@H]1CN(C(=O)Nc2ccccc2)CCC[C@H]1O)c1ccc(OCCN2CCOCC2)cc1 | -6% |
| Cc1ccc(CN2CCCCCCNC(=O)[C@@H]3CCC[C@@H]32)s1 | ? |
| Cc1cc2c(cc3c(SCC(=O)Nc4ccc(Cl)cc4F)nncn32)o1 | 117%[activator][5.79 µM] |
| CN1[C@H](C(=O)O)C[C@H](C(=O)NCC(C)(C)CO)[C@@H]1c1cccc(F)c1F | -15% |
| Cc1nn(CCO)c(C)c1NC(=O)CCc1cc2n(n1)CCCNC2 | 4% |
| Cc1ncccc1OCC1CN(Cc2cccc(C(F)(F)F)c2)C(=O)c2c(ccnc2-c2ccc(OCC(=O)O)cc2)O1 (configuration not stated) | -4% |
| Cc1c(NC(=O)CCc2cc3n(n2)CCNC3)cccc1-c1nncn1C | -3% |
| CCNC(=O)N(C1CC1)C1CCOC2(CCN(C(=O)COc3ccccc3)CC2)C1 (configuration not stated) | -1% |
| CN1CCCC2(CCN(C(=O)CN3CCOc4ccccc4C3)C2)C1=O (configuration not stated) | -11% |
| O=C(NCc1ccccc1)N1CCCCCC1c1nc(-c2ccncc2)no1 (configuration not stated) | -17% |
| O=C(NCC1CCCN(C(=O)c2cn[nH]c2-n2cnnn2)C1)c1cccs1 (configuration not stated) | -10% |

Part of the list above, field by field:
CN1[C@H](C(=O)O)C[C@H](C(=O)NCC(C)(C)CO)[C@@H]1c1cccc(F)c1F
- Pf Dd2 inh: -15%
Cc1nn(CCO)c(C)c1NC(=O)CCc1cc2n(n1)CCCNC2
- Pf Dd2 inh: 4%
